Assay outcomes deposited in PubChem by several laboratories.
Salmonella PhoP GFP = PhoP-dependent GFP reporter repression – Salmonella Typhimurium, primary screen (AID 1863); S. Typhimurium PhoP-regulated promoter GFP reporter, 4 h; higher % means a stronger effect; actives 0.16% (n = 300,000); one-dose inhibition, % at 50 µM; IC50 in µM for titrated hits;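 active = inhibition over 29.93%, a cutoff 3 SD above the screen mean, later confirmed by dose response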;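 note: 0% = low Mg2+ inducing control and 100% = high Mg2+ repressing control; strong numbers were not always called active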
MT stabilize HCS = microtubule stabilization, imaging screen; HeLa tubulin immunostaining HCS, 24 h; share of cells brighter than vehicle mean+2SD; % tubulin-high responders, % at 10 µM; actives 0.83% (n = 200,000); AID 2205;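 active = plate Z-score above 3 for both tubulin-high and condensed-nucleus cell shares, with cell loss under 80%, at 10 µM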;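 note: anti alpha tubulin signal scored within the nucleus-defined area of each cell; some results filed as inactive read as strong as hits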
Hep lipid drop = hepatic lipid droplet formation modulation | inhibition, % at 6.5 µM | actives 0.4% (n = 240,000) | AML12 mouse hepatocytes, oleate lipid droplets, BODIPY imaging;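 active = lipid droplet intensity inhibited by at least 50%, with more than 500 cells counted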
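System: AML12 hepatocytes (mouse). Probe or stimulus: oleic acid at 100 µM to induce lipid droplet formation. Times: overnight treatment with compound plus oleate. Detection: Image-based BODIPY and DAPI two-channel analysis. Evaluation: percent inhibition of filter-corrected integrated lipid droplet intensity per well.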
Ins promoter up = MIN6 insulin promoter up-regulation. MIN6 insulin promoter-GFP reporter, high-content imaging; hits give high values. z-score at 5 µM. actives 0.3% (n = 190,000);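 active = z-score above 3 at 5 µM with at least 500 cells counted in the well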
Autophagy HCS = modulators of autophagy | actives 0.98% (n = 190,000) | calls only at 10 µM (by protocol) | AID 463193 | MEF GFP-LC3 puncta imaging; test concentration mostly 10 µM;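 active = percentage of spot-positive cells more than 3 SD above its plate mean, without a fluorescence outlier flag or 80% toxicity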;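 note: spot-positive cell cutoff set from DMSO-treated cells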
bCat nuc transl = beta-catenin nuclear translocation modulation; HeLa beta-catenin nuclear translocation, immunofluorescence imaging; nuclear translocation activity, % at 5 µM; actives 0.3% (n = 190,000);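 active = nuclear translocation activity above 50% at 5 µM, with a well cell count of 50 or more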;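 note: per-cell ratio of nuclear to cytoplasmic median beta-catenin stain intensity; plate controls were DMSO negative control for no effect and GSK-3 inhibitor IX positive control for full effect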
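assay system = human HeLa cells, endogenous beta-catenin | times = compound treatment 24 h, 37°C, 5% CO2 | detection = Anti-beta-catenin immunofluorescence on PFA-fixed, Triton-permeabilized cells, DAPI nuclei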
CSM14.1 death rescue = rescue of cells from ER stress-induced death, primary screen, 384-well, CSM14.1, thapsigargin, ATP luminescence (AID 1222); CSM14.1 thapsigargin-induced death rescue, ATP luminescence; higher % means a stronger effect; one-dose cellular ATP content (survival), % at 20 µM; EC50 in µM for titrated hits; 190,000 tested, under 10 active;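 active = EC50 below 50 µM in the dose-response confirmation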;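 note: death triggered by thapsigargin at about 15 µM added after 2 h compound pretreatment; cell ATP read after overnight thapsigargin exposure of roughly 18 to 22 hours; normalized against plate controls of thapsigargin alone and 5% DMSO vehicle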
Dynein transport = blocks dynein driven cargo transport along microtubules; actives 0.47% (n = 220,000); z-score, hits read low; 3617.4 mouse cells, GR-EGFP nuclear translocation imaging; test concentration mostly 20 µM; stimulated with dexamethasone, 1 µM; hits give low values;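 active = plate z-score of nuclear minus cytoplasmic receptor signal below a set negative limit, without overly bright fluorescence or cell loss, cut at about -3.5 in these data, passing the limit was not always enough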;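 note: z-score of nuclear minus cytoplasmic ring GR-EGFP intensity difference per well; some compounds called inactive have numbers as strong as hits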
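Schedule: 48 h induction, then 1 h compound, then 30 min agonist, 37 °C. Buffer or medium: tetracycline-free induction medium containing charcoal-stripped FBS. Reagent: 1.0 µM final dexamethasone stimulus. Evaluation: nuclear versus cytoplasmic GR-EGFP signal, averaged per well. Signal: high-content fluorescence imaging after fixation.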
T cell HTS = modulates CD8 T cell binding to vesicles. AID 2052. calls only at 7 µM. actives 0.068% (n = 330,000). 2C CD8+ T cell-vesicle binding, flow cytometry; hits give low values;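 active = response, share of CD8 T cells binding vesicles, and their 90th percentile fluorescence all below set limits, cut at about 80% in these data, passing the limit was not always enough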
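System: murine 2C transgenic CD8+ T lymphocytes; also added: QL9-loaded Drosophila micro-vesicles; times: binding 1.5 h at 37 °C; measured by: flow cytometry, PE anti-B7-1 (FL2) versus Alexa647 anti-CD8 (FL8), PFA-fixed; control set: Peptide-free naked vesicles (low) and QL9 vesicles with 0.7% DMSO vehicle (high)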
Dynein transport cytoplasmic EGFP = also measured in Dynein transport; calls as there; z-score; measured here: cytoplasmic GR-EGFP intensity; hits give high values
Dynein transport nuclear GR-EGFP = also measured in Dynein transport; calls as there; z-score; measured here: nuclear GR-EGFP intensity;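 lower value marks the stronger effect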
Dynein transport cell count = further read-out of Dynein transport, marked with its call; z-score; measured here: cell count per field
Ins promoter up cell count = further read-out of Ins promoter up, marked with its call; cell count; measured here: cytotoxicity, nuclei count;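 total cells summed across four imaged fields per well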
Hep lipid drop cells 6.5 µM = second read-out of Hep lipid drop, no call of its own (marks repeat the call); cell count; measured here: cell count, cytotoxicity flag;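 cells counted across two imaged fields per well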
bCat nuc transl cell count 5 µM = recorded beside bCat nuc transl, whose call it bears; cell count; measured here: cell count, cytotoxicity flag
T cell HTS vesicle-bound % = also measured in T cell HTS; calls as there; double positive events, %; measured here: CD8+ vesicle-bound cell fraction;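 binding gate set so that unloaded-vesicle control wells show 10% double positive cells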
MT stabilize HCS Hoechst-high % = also measured in MT stabilize HCS; calls as there; % Hoechst-high responders; measured here: nuclear condensation Hoechst responders;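 share of cells brighter than vehicle mean plus two SD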
MT stabilize HCS cytotoxicity % = recorded beside MT stabilize HCS, whose call it bears; toxicity, %; measured here: cytotoxicity by cell density;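 0% = mean cell density of plate MIN control wells and 100% = no cells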
Autophagy HCS cell loss 18 h = also measured in Autophagy HCS; calls as there; toxicity, %; measured here: cell loss, nuclei count;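 cell loss after 18 h compound exposure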
* = called active by the depositor; i = inactive; nt = not tested or not shown.

SMILES	Salmonella PhoP GFP	MT stabilize HCS	MT stabilize HCS Hoechst-high %	MT stabilize HCS cytotoxicity %	Hep lipid drop	Hep lipid drop cells 6.5 µM	Ins promoter up	Ins promoter up cell count	Autophagy HCS	Autophagy HCS cell loss 18 h	bCat nuc transl	bCat nuc transl cell count 5 µM	CSM14.1 death rescue	Dynein transport	Dynein transport cytoplasmic EGFP	Dynein transport nuclear GR-EGFP	Dynein transport cell count	T cell HTS	T cell HTS vesicle-bound %
Cc1ccccc1C1(CCN2CCCCC2)CCOC(C)(C)C1 (stereo unspecified)	4%	1.6	2.2	3.6	10	723	-0.83	1340	i	7	nt	nt	0.5%	-0.74	-0.25	-0.75	1.1	i	42
CCOc1ccc(C(=S)NC2CCCCC2)cc1OC	-2%	2.5	1.8	7.4	nt	nt	0.59	1280	i	35	-0.1	1418	-0.8%	0.61	-0.14	-0.11	0.73	i	13
CCOC(=O)Cc1nc2nc(C)cc(C)n2n1	-2%	3.9	2.4	7.0	-2	608	0.24	1345	i	-9	0.3	1528	2.6%	-0.13	-0.29	0.49	-0.3	i	26
COC(=O)c1c(NC(=S)Nc2ccccc2Cl)sc(C)c1C	-3%	1.0	2.3	9.5	nt	nt	0.1	1461	i	2	-1.6	1355	-1.6%	-0.54	-0.17	-0.48	0.81	i	38
COc1cc2c(cc1NC(=S)Nc1cccc3ccccc13)oc1ccccc12	21%	2.8	1.4	5.6	1	732	0.62	812	i	28	-1.6	1163	1.1%	-0.26	-0.096	0.5	0.86	i	47
CC1(C)Cc2ccccc2C(N/N=C/c2ccc([N+](=O)[O-])cc2)=N1	1%	5.0	2.9	4.4	28	673	-0.12	1342	i	-19	-1.4	1107	-6.6%	-0.24	-0.057	0.02	-1.6	i	27
COc1cccc(N/C(N)=N/c2nc(C(F)(F)F)cc(=O)[nH]2)c1	-11%	1.2	3.5	7.9	9	622	-0.71	1508	i	9	-0.3	1081	3.0%	0.42	-0.06	0.36	-0.75	i	39
Cc1cccc(OCCNc2ccc(C(F)(F)F)cc2[N+](=O)[O-])c1	-8%	4.7	2.8	6.7	-2	665	0.06	1209	i	1	-0.8	986	-2.3%	-0.13	-0.26	-0.12	-0.26	i	43
Cc1cccnc1Nc1nc(-c2ccc(O)cc2)cs1	19%	0.9	1.5	5.1	8	726	-0.15	995	i	0	1.1	1250	-4.3%	0.65	0.00084	0.5	0.45	i	10
COc1ccc(C2C(C(=O)N3CCN(c4ccccn4)CC3)CCC(=O)N2c2cc(OC)c(OC)c(OC)c2)cc1 (stereo unspecified)	-9%	2.6	2.1	5.1	0	661	-0.16	1302	i	9	-1.8	1079	-0.6%	-0.71	-0.22	-0.42	1.4	i	20
CCC(C)(C)n1nnnc1C(c1cc2ccc(OC)cc2[nH]c1=O)N1CCc2ccccc21 (stereo unspecified)	-2%	6.5	2.2	4.2	nt	nt	0.98	1154	i	-16	-1.8	801	-1.3%	-0.99	-0.3	-0.34	-0.21	i	41
N#Cc1cc([N+](=O)[O-])ccc1Oc1cccc(/C=N/NC(=O)c2cccc(Cl)c2)c1	-1%	21	3.1	37	-3	785	-0.09	810	i	43	4.7	1057	2.4%	-0.59	0.059	0.34	0.83	i	62
Cn1nccc1C(=O)Oc1cccc(/C=N/NC(=O)c2ccccc2O)c1	-13%	3.0	2.3	1.6	13	705	nt	nt	i	11	-0.5	1113	-0.7%	-0.55	-0.31	-0.38	0.86	i	30
Cc1ccc(-n2ncc3c(=O)n(CC(=O)NC4CCCC4)cnc32)cc1C	4%	3.2	1.8	13	nt	nt	-0.04	1459	i	-10	3.4	1364	-1.6%	0.33	-0.1	0.49	0.076	i	34
O=C(Nc1ccc2oc(-c3cccnc3)nc2c1)c1ccc2c(c1)OCCO2	5%	1.9	2.5	3.5	10	676	-0.66	1323	i	27	0.7	928	-1.2%	-0.78	-0.089	-0.53	-0.69	i	46
O=C(CSc1nnc(-c2ccc(F)cc2)o1)c1ccc2c(c1)OCCO2	3%	1.4	2.3	12	3	756	0.65	1130	i	10	-5.9	1177	-0.5%	0.73	-0.15	1	-1.1	i	29
C=CCNC(=S)N1CCN(c2ncc(C(F)(F)F)cc2Cl)CC1	-8%	nt	nt	nt	-15	714	-2.2	1271	nt	nt	-2.1	1032	nt	-1.3	-0.27	-0.82	1.8	i	44
Cc1ccc2ccc(C3C(=O)c4ccccc4C3=O)nc2c1	nt	5.6	7.3	5.1	nt	nt	nt	nt	i	3	nt	nt	nt	-0.019	-0.047	0.34	0.54	i	40
O=C(c1ccc(COc2ccc(F)cc2)o1)n1cc(Br)cn1	8%	2.4	2.7	6.6	-1	754	nt	nt	i	8	1.8	1066	0.5%	1.3	0.55	1.2	-0.12	i	2
CCCS(=O)(=O)c1nc(S(=O)(=O)c2ccc(C)cc2)c(NCCCN(C)C)s1	0%	2.9	3.2	5.8	0	679	0.08	1175	i	-3	-1.8	1077	1.1%	0.47	0.16	0.57	-2	i	56
CCc1nc(Nc2ccc3c(c2)OCO3)c2oc3ccccc3c2n1	4%	2.0	1.6	9.0	nt	nt	0.14	1621	i	3	-0.6	1318	1.9%	-0.019	-0.01	-0.038	-0.2	i	34
O=C(NCc1ccco1)c1ccc(Cl)c(S(=O)(=O)N2CCc3ccccc32)c1	0%	3.9	3.3	4.4	-37	597	-0.83	1373	i	5	-1.1	1094	2.9%	0.018	-0.12	0.078	-0.77	i	30
O=C1C2C3C=CC(C3=C(c3ccccc3)c3ccccc3)C2C(=O)N1CCO (stereo unspecified)	4%	1.3	1.7	7.4	-8	729	0.21	953	i	-1	0.1	1087	-0.3%	-0.34	0.54	-0.0043	0.5	i	30
O=C(CN1C(=O)CCS(=O)(=O)c2ccccc21)Nc1cccc(Cl)c1	-5%	2.9	1.3	5.2	-2	767	nt	nt	i	-6	-1.6	551	-2.0%	-0.94	0.29	0.051	0.67	i	31
O=C(Nc1nc(-c2ccc(-c3ccccc3)cc2)cs1)C1CCCO1 (stereo unspecified)	-12%	42*	20*	55*	61*	829*	0.19	829	i	-12	nt	nt	-0.7%	2	-0.15	1.8	-1.4	i	59
COc1cccc(NC(=O)CCSc2ccc3ccccc3n2)c1	14%	2.2	1.5	4.1	-6	613	-0.4	1498	i	1	-0.9	1128	-1.9%	-0.015	-0.22	0.058	0.026	i	80

Of the compounds above, 5 have a Cl atom:
SMILES	Salmonella PhoP GFP	MT stabilize HCS	MT stabilize HCS Hoechst-high %	MT stabilize HCS cytotoxicity %	Hep lipid drop	Hep lipid drop cells 6.5 µM	Ins promoter up	Ins promoter up cell count	Autophagy HCS	Autophagy HCS cell loss 18 h	bCat nuc transl	bCat nuc transl cell count 5 µM	CSM14.1 death rescue	Dynein transport	Dynein transport cytoplasmic EGFP	Dynein transport nuclear GR-EGFP	Dynein transport cell count	T cell HTS	T cell HTS vesicle-bound %
COC(=O)c1c(NC(=S)Nc2ccccc2Cl)sc(C)c1C	-3%	1.0	2.3	9.5	nt	nt	0.1	1461	i	2	-1.6	1355	-1.6%	-0.54	-0.17	-0.48	0.81	i	38
N#Cc1cc([N+](=O)[O-])ccc1Oc1cccc(/C=N/NC(=O)c2cccc(Cl)c2)c1	-1%	21	3.1	37	-3	785	-0.09	810	i	43	4.7	1057	2.4%	-0.59	0.059	0.34	0.83	i	62
C=CCNC(=S)N1CCN(c2ncc(C(F)(F)F)cc2Cl)CC1	-8%	nt	nt	nt	-15	714	-2.2	1271	nt	nt	-2.1	1032	nt	-1.3	-0.27	-0.82	1.8	i	44
O=C(NCc1ccco1)c1ccc(Cl)c(S(=O)(=O)N2CCc3ccccc32)c1	0%	3.9	3.3	4.4	-37	597	-0.83	1373	i	5	-1.1	1094	2.9%	0.018	-0.12	0.078	-0.77	i	30
O=C(CN1C(=O)CCS(=O)(=O)c2ccccc21)Nc1cccc(Cl)c1	-5%	2.9	1.3	5.2	-2	767	nt	nt	i	-6	-1.6	551	-2.0%	-0.94	0.29	0.051	0.67	i	31

Three structures from above, sorted by count of non-hydrogen atoms, highest first:
SMILES	Salmonella PhoP GFP	MT stabilize HCS	MT stabilize HCS Hoechst-high %	MT stabilize HCS cytotoxicity %	Hep lipid drop	Hep lipid drop cells 6.5 µM	Ins promoter up	Ins promoter up cell count	Autophagy HCS	Autophagy HCS cell loss 18 h	bCat nuc transl	bCat nuc transl cell count 5 µM	CSM14.1 death rescue	Dynein transport	Dynein transport cytoplasmic EGFP	Dynein transport nuclear GR-EGFP	Dynein transport cell count	T cell HTS	T cell HTS vesicle-bound %
O=C(NCc1ccco1)c1ccc(Cl)c(S(=O)(=O)N2CCc3ccccc32)c1	0%	3.9	3.3	4.4	-37	597	-0.83	1373	i	5	-1.1	1094	2.9%	0.018	-0.12	0.078	-0.77	i	30
COc1cccc(N/C(N)=N/c2nc(C(F)(F)F)cc(=O)[nH]2)c1	-11%	1.2	3.5	7.9	9	622	-0.71	1508	i	9	-0.3	1081	3.0%	0.42	-0.06	0.36	-0.75	i	39
CCOC(=O)Cc1nc2nc(C)cc(C)n2n1	-2%	3.9	2.4	7.0	-2	608	0.24	1345	i	-9	0.3	1528	2.6%	-0.13	-0.29	0.49	-0.3	i	26
